Compound activity: PubChem, National Center for Advancing Translational Sciences (NCATS)
Nrf2 activator = qHTS of Nrf2 Activators | AREc32 ARE-luciferase reporter (MCF7-derived line), luminescence, 24 h | Potency, µM (series often up to 46.1 µM), inactives show top-dose activation, most hits filed as activators | 0.31% of 410,000 active | AID 624171, 2012; further: potency means the concentration at half of the fitted maximal effect; % of control where 0% means no effect; nearly all actives have a fitted effect of over 65% in size
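Each well held 1000 AREc32 cells, which were incubated with compound for 24 hr at 37 deg C after overnight attachment, and ARE reporter activity was quantified by firefly luciferase luminescence.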
MCF10A rereplic = A quantitative high throughput screen for small molecules that induce DNA re-replication in MCF 10a normal breast cells; MCF 10A DNA re-replication, Hoechst nuclear intensity, 48 h; Potency, µM (top dose mostly 46.1 µM), for inactives: top-dose activity, positive = re-replication, hits mostly activators; 2.9% of 350,000 active; AID 624296, 2012; further: potency means the concentration at half of the fitted maximal effect; % of control where 0% means no effect; nearly all actives have a fitted effect of over 50% in size
ATXN viability = Viability Counterscreen for Primary qHTS for Inhibitors of ATXN expression; 0.49% of 400,000 active; S2 cells (HEK-293 line with an ATXN2-luciferase reporter) viability, CellTiter-Fluor protease fluorescence, 24 h; AID 651635, 2014; Potency, µM (series often up to 56.7 µM), most hits filed as cytotoxic; further: potency means the concentration at half of the fitted maximal effect; nearly all actives have a fitted effect of over 40% in size
TGFb inhibitor = qHTS for Inhibitors of TGF-b | 1.2% of 410,000 active | HepG2 CAGA-GFP TGF-b/SMAD3 reporter, GFP fluorescence, 18 h; TGF-beta stimulated, 500 pg/mL final | Potency, µM (series often up to 46.1 µM), inactives show at the highest dose activity, negative = inhibition, most hits filed as inhibitors; further: potency means the concentration at half of the fitted maximal effect; on the % scale 0 is the no-effect control and ±100 the full control effect; nearly all actives have a fitted effect of over 65% in size
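HEPG2 CAGA-GFP, 1000 cells/well; 2 h settle, 37 C; cpd via pin tool; TGF-b 500 pg/mL final; 18 h, 37 C; GFP imaging ex488/em500-530; %Activity normalised to -TGF-b and +DMSO controls; CRC fit, curve class.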
A549 viability = Nrf2 qHTS screen for inhibitors: counterscreen for cytotoxicity; A549 ARE-Fluc cells, CellTiter-Fluor viability, 18-24 h; Potency, µM (highest dose often 46 µM), for the others: at the highest dose activity change, negative = cytotoxicity, hits mostly inhibitors; 0.16% of 390,000 active; AID 504648, 2011; further: potency means the concentration at half of the fitted maximal effect; on the % scale 0 is the no-effect control and ±100 the full control effect
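Cytotoxicity counterscreen: CellTiter-Fluor fluorescence was measured in A549 ARE_Fluc cells after 18-24 h of compound exposure in a concentration series. The subsequent BugLite luminescent read reports ARE-luciferase activity.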
Nrf2 block = Nrf2 qHTS screen for inhibitors. AID 504444, 2011. A549 ARE-Fluc reporter, luciferase luminescence, 18-24 h. 2.1% of 360,000 active. Potency, µM (top dose mostly 46 µM), for inactives: at the top dose activity change, negative = inhibition, hits mostly inhibitors; further: potency means the concentration at half of the fitted maximal effect; on the % scale 0 is the no-effect control and ±100 the full control effect; nearly all actives have a fitted effect of over 60% in size
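A549 ARE_Fluc cells (5000/well, 5% FBS OPTI-MEM) pre-incubated 2 h, then treated with compounds 18-24 h at 37C/5% CO2 in concentration-response. CellTiter-Fluor viability read first; BugLite luciferase luminescence after 15 min at room temperature gives Nrf2 activity.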
HepG2 viability = qHTS for Inhibitors of TGF-b: Cytotox Counterscreen; HepG2 CAGA-GFP viability, ATP luminescence, 18 h; Potency, µM (highest dose often 46.1 µM), inactives show at the top dose activity change, negative = cytotoxicity, most hits filed as cytotoxic; 0.76% of 410,000 active; AID 588856, 2011; further: potency means the concentration at half of the fitted maximal effect; some results filed as inactive show a strong effect at the top dose
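HepG2 CAGA-GFP cells (1000/well, DMEM with 1% FBS) received compound, then TGF-beta at 500 pg/mL final, and were incubated 18 hours at 37 degrees C. Viability was read by CellTiter-Glo luminescence. Media-only wells were set as complete cell-killing and DMSO as no toxicity.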
IL-1B inflam inh = qHTS for Inhibitors of Inflammasome Signaling: IL-1-beta AlphaLISA Primary Screen | THP-1 LPS/ATP IL-1B secretion, AlphaLISA, 16 h; stronger effect = lower value | activity change, % at 57.5 µM | 4.7% of 360,000 active; in the data active means activity change below about -50%; inconclusive means mostly about -30% to -49%; further: on the % scale 0 is the no-effect control and ±100 the full control effect
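Secreted IL-1B measured by AlphaLISA bead assay after 16 h compound exposure of THP-1 cells; compounds (final up to 57.5 uM) added 1 h before LPS (250 ng/mL) and ATP (1.25 mM) stimulation; lower signal means less secretion.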
ATXN2 expr inh = Primary qHTS for Inhibitors of ATXN expression; AID 1745845, 2022; HEK-293 ATXN2-luciferase reporter, luminescence, 24 h; Potency, µM (top dose mostly 57 µM), without a hit: top-dose activity change, negative = inhibition, usual class: inhibitors; 0.72% of 360,000 active; further: potency means the concentration at half of the fitted maximal effect; on the % scale 0 is the no-effect control and ±100 the full control effect; nearly all actives have a fitted effect of over 55% in size
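ATXN2-luciferase reporter cells (luciferase flanked by upstream and downstream ATXN2 gene portions) were treated 24 h at 37 °C with compounds at up to 57 uM. SteadyGlo luminescence gave expression; GF-AFC fluorescence gave viability.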
* hit, by the source's call; i = inactive; u = inconclusive; x = no result given; & = joins results of further samples; [ ] = another dose, or the depositor's remark. Unless noted, the call rests on the fitted dose curve; in most records, active means well fitted curve in the direction sought with a large enough effect; inconclusive means small, poorly fitted or top-dose-only effect, or another doubt; inactive means no such curve, though single readings can be large; an effect the other way counts as inactive or inconclusive.

SMILES	Nrf2 activator	MCF10A rereplic	ATXN viability	TGFb inhibitor	A549 viability	Nrf2 block	HepG2 viability	IL-1B inflam inh	ATXN2 expr inh
COc1ccc(CCNC(c2ccc(F)cc2)c2nnc(-c3ccccc3Cl)o2)cc1OC (stereo unspecified)	3.3%	x	u	18µM*	-12%	u	-20%	x	-33%
COc1ccc(C(=O)NC(C)c2nnc(SCC(=O)NC3CCCC3)n2C)cc1 (stereo unspecified)	-0.7%	-15%	u	3%	-3%	2%	-14%	7	-14%
COc1ccc(-c2cnc3c(NC=O)cc(-c4ccoc4)cn23)cc1OC	9.3%	x	i	-19%	x	x	0%	-23	u
CCN(CC(=O)NCc1cccs1)c1ccc(S(=O)(=O)N2CCN(C)CC2)cn1	0.2%	-6%	i	-1%	4%	-3%	0%	1	-4%
O=C(C1CCCO1)N1CCN(C(=S)Nc2ccccc2F)CC1 (stereo unspecified)	3.7%[9.22 µM]	3%	i	-6%	4%	13%	6%	9	3%
COc1c(OC2OC(C(=O)O)C(O)C(O)C2O)cc(O)c2c(=O)cc(-c3ccccc3)oc12 (stereo unspecified)	0.7%	11%	i	-13%	3%	10%	-2%	11	0%
CCCCC(=O)N(C)c1c(C)nc2ccc(C(=O)Nc3cccc(OC)c3)cn12	0.2%	x	i	-1%	x	x	3%	-2	14%
CCN(CC)C(=O)c1c(-c2ccccc2)c(-c2ccccc2)nn(C)c1=O	-0.1%	x	x	u	0%	14%	1%	x	x
NS(=O)(=O)c1ccc(CCNC(=O)c2cc(=O)[nH]c3ccccc23)cc1	0.2%	u	i	-6%	-3%	4%	-1%	16	-6%
COc1ccc(-c2noc(CCC(=O)N3CCN(c4ccc(Br)cc4)CC3)n2)cc1	-1.0%	-11%	i	-9%	-4%	-5%	2%	9	3%
CCCN(C(=O)COc1ccc(Cl)cc1Cl)c1c(N)n(Cc2ccccc2)c(=O)[nH]c1=O	-0.4%	5%	i	u	-7%	2%	4%	4	x
Cc1oc(-c2ccccc2F)nc1CS(=O)CC(=O)NCc1cccs1 (stereo unspecified)	1.4%	14%	i	-14%	6%	0%	-36%	-2	-4%
NC(=O)CS(=O)(=O)c1nc2ccccc2n1Cc1ccccn1	2.7%	0%	i	-7%	0%	-8%	5%	0	-7%
CCOC(=O)Nc1ccc2c(COC(=O)CNS(=O)(=O)c3cccc(Br)c3)cc(=O)oc2c1	2.1%	u	i	0%	1%	6%	-1%	1	-14%
Cc1ccc(Nc2nc(N)nc(N)c2N=O)cc1C	3.7%	x	i	6%	x	x	-18%	-14	5%
CN(C)c1ccnc(SCc2ccccc2Cl)c1C#N	0.0%	25%	i	u	-7%	-28%	-5%	-5	7%
O=C(O)c1ccccc1N/C=C\[N+](=O)[O-]	-1.1%[9.22 µM]	-13%	i	-7%	-5%	3%	3%	27	1%
O=C(NC(=S)NCc1ccc2c(c1)OCO2)c1ccccc1	0.4%	-1%	i	8%	-5%	2%	10%	-4	7%
O=C1CC(c2ccccc2)CC(O)=C1C=NCc1ccccc1Cl (stereo unspecified)	-0.5%	u	i	-25%	-9%	-12%	4%	37	-21%
CCc1ccccc1NC(=O)C1CCCN(c2cnccn2)C1 (stereo unspecified)	-1.5%	x	i	-21%	0%	-1%	-22%	x	-2%

Pulled by structure from above, three records:
SMILES	Nrf2 activator	MCF10A rereplic	ATXN viability	TGFb inhibitor	A549 viability	Nrf2 block	HepG2 viability	IL-1B inflam inh	ATXN2 expr inh
NC(=O)CS(=O)(=O)c1nc2ccccc2n1Cc1ccccn1	2.7%	0%	i	-7%	0%	-8%	5%	0	-7%
O=C(NC(=S)NCc1ccc2c(c1)OCO2)c1ccccc1	0.4%	-1%	i	8%	-5%	2%	10%	-4	7%
COc1c(OC2OC(C(=O)O)C(O)C(O)C2O)cc(O)c2c(=O)cc(-c3ccccc3)oc12 (stereo unspecified)	0.7%	11%	i	-13%	3%	10%	-2%	11	0%

(next part)
SMILES	Nrf2 activator	MCF10A rereplic	ATXN viability	TGFb inhibitor	A549 viability	Nrf2 block	HepG2 viability	IL-1B inflam inh	ATXN2 expr inh
Cc1cc(Cl)ccc1NNC(=O)c1cccs1	0.0%	9%	i	-9%	-2%	-11%	14%	-11	1%
Cc1nc2ccc3nc(NC(=O)c4ccc5c(c4)OCCO5)sc3c2s1	-0.3%	-1%	i	15%	-5%&2%	-1%&-5%	-12%	-4	4%
CC1CCCCC1NC(=O)/C(C#N)=C/c1ccc2c(c1)OCCO2 (stereo unspecified)	7.2%	14%	i	u	1%	u	-11%	-102*	12%
CC(C)Oc1ccc(N2CC(C(=O)Nc3ccccc3C(=O)NC3CC3)CC2=O)cc1 (stereo unspecified)	0.7%	0%	i	-1%	0%	5%	-3%	-13	-5%
[O-]/C(=C(\C(=S)Nc1cccc2ccccc12)[n+]1ccccc1)c1ccc(Cl)s1	6.8%	u	u	6%	-6%	10%	20%	-21	u
O=C(COc1ccccc1C(=O)NCc1ccncc1)Nc1ccc(Br)cc1	3.1%	10%	x	2%	-2%	-28%	-1%	-24	19%
CCOC(=O)C1(CCCc2ccccc2)CCN(C(=O)CCOC)CC1	0.0%	10%	i	13%	3%	3%	4%	0	-18%
Cc1cccc(SCC(=O)Nc2ccc3c(c2)OCCO3)c1	-0.5%	-3%	i	-5%	2%	15%	6%	-4	82%[activator]
NC(=O)CC(NC(=O)Cc1cccc2ccccc12)c1ccc(N2CCC(N3CCCC3)CC2)c([N+](=O)[O-])c1 (stereo unspecified)	0.2%	8%	i	-8%	2%	6%	-44%	11	3%
Cc1ccc(Cn2c(N3CCCCCC3)nc3c2c(=O)[nH]c(=O)n3C)cc1	1.7%	-22%	i	8%	1%	x	-19%	-19	10%
COc1ccc(C(C)(C)C)cc1NC(=O)CCNC(=O)c1ccco1	-0.8%	12%	i	-2%	6%	u	-2%	-6	0%
CN(Cc1ccccc1)C(=O)c1cccc(NC(=O)Cc2cccc(NC(=O)C3CCN(C(=O)C4CCC4)CC3)c2)c1	5.3%	u	i	u	-1%	8%	-21%	-21	3%
O=C(NCCO)c1ccc(-c2cnc3cccnn23)cc1	-1.1%	x	i	23%	x	x	10%	-5	29%
CCC1(CC)NC(=O)N(CC(=O)OCc2nc3cc(C(=O)OC)ccc3c(=O)[nH]2)C1=O	-0.6%	-3%	u	0%	1%	-15%	1%	2	1%
COc1ccc2c(c1OC)C(=O)O[C@@H]2[C@H]1c2c(cc3c(c2OC)OCO3)CCN1C	-0.9%	20%&31%	u	20%	-15%	u	-8%	x	-3%&-27%
COc1ccc(-c2ccc3c(N)c(C(=O)Nc4cc(F)ccc4C)sc3n2)cc1	2.8%	x	x	7%	24%	u	0%	x	5%
CN(C)c1ccc(NC(=S)NC23CC4CC(CC(C4)C2)C3)cc1	4.3%	11%	i	19%	u	u	-4%	21	-21%
CC(C)[C@@H]1Cc2[nH]c(=S)[nH]c(=O)c2[C@H](CCc2ccccc2)O1	0.9%	x	i	x	x	x	x	21	-5%
O=C1COc2ccc(S(=O)(=O)NCc3ccccc3)cc2N1	-0.5%	u	i	14%	2%	-3%	1%	18	-8%
COc1cc(C2Nc3ccccc3C(=O)N2Cc2ccco2)ccc1O (stereo unspecified)	x	x	x	9%	1%	3%	26%	x	x

(more compounds)
SMILES	Nrf2 activator	MCF10A rereplic	ATXN viability	TGFb inhibitor	A549 viability	Nrf2 block	HepG2 viability	IL-1B inflam inh	ATXN2 expr inh
Cc1cc2occ(CC(=O)N(C)CC(=O)Nc3ccccc3C(F)(F)F)c2cc1C	-0.3%	14%	i	-13%	-2%	0%	-20%	-23	-1%
Cc1onc(-c2c(F)cccc2Cl)c1C(=O)NCc1cccs1	-0.1%	0%	i	0%	20%	8%	-22%	-4	-1%
CC(=O)Oc1ccccc1C(=O)NC(C)CCc1ccccc1 (stereo unspecified)	0.5%	u	i	u	0%	-11%	-17%	-72*	-15%
CCOc1cccc(CNCc2cccnc2)c1OCc1ccccc1	-0.6%	u	i	-2%	-2%	3%	2%	21	1%
O=C1CCCC(O)=C1N=Nc1ccc(Cl)c(Cl)c1	9.2%	-3%	i	2%	3%	1%	-5%	7	1%
O=C(CC1C(=O)NCCN1Cc1cccc(F)c1)NCCCCCN1CCOCC1 (stereo unspecified)	-0.5%	2%	i	4%	-15%	13%	0%	-7	3%
CC(=O)N1CCCc2cc(S(=O)(=O)N3CCCCC3)ccc21	4.9%	x	i	-7%	0%	x	-23%	x	16%
Cc1ccc(S(=O)(=O)N2CC(=O)Nc3ccccc32)c(C)c1NS(C)(=O)=O	-0.5%	-3%	i	7%	-5%	u	6%	13	-20%
COc1ccc(NC(=O)c2ccccc2N(Cc2ccccc2)S(C)(=O)=O)cc1OC	0.1%	26%	i	-12%	7%	-6%	-12%	-5	-28%
CC(C)(C)n1nnnc1C(c1cccs1)N1CCN(Cc2ccc3c(c2)OCO3)CC1 (stereo unspecified)	-0.4%	-1%	i	-17%	5%	15%	-2%	-21	-3%
O=C(/C=C/c1ccccc1)Nc1cccc(C(=O)N2CCCC2)c1	4.5%	-7%	i	-15%	-5%	-7%	2%	-12	1%
CN(C)c1ccc(Nc2nc(-c3cccnc3)cs2)cc1	-0.6%	-1%	i	10%	10%	u	-7%	3	-33%
CCCCCC(=O)Nc1c(-c2ccc(OC)cc2)c(=O)c2ccccc2n1C	-0.3%	-5%	i	4%	-2%	u	-15%	-1	-5%
CSc1ccc(S(=O)(=O)N(C)Cc2ccccc2)cc1	-0.5%	3%	i	2%	1%	0%	-9%	-14	14%
c1cn(CC2(Cn3ccnc3)COC2)cn1	0.1%	26%	i	1%	-4%	22%	-29%	2	23%
